BaF3 parental: parental Ba/F3 cell viability inhibition, counter-screen for JAK2V617F inhibitor project, murine pro-B, CellTiter-Glo luminescence | inhibition, % at 5.6 µM | 220,000 tested, 1.1% active | CellTiter-Glo ATP luminescence;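 active means inhibition above a per-campaign cutoff, the mean inhibition of all tested compounds plus 3 SD, cut at about 27% in these data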;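 further: 0% = DMSO wells and 100% = JAK Inhibitor I control wells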
Wee1 stabilizer: Wee1 degradation inhibitors, primary screen, cell-based, HeLa, Wee1K328M-luciferase, luminescence; 220,000 tested, 1.2% active; reporter increase, % at 5 µM; AID 1321, 2008; Wee1-like protein kinase (Homo sapiens), P30291; HeLa Luc-Wee1K328M stability; 100% = proteasome inhibitor MG132 effect;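 active means activation above the mean of all tested compounds plus 3 SD, set per screening run, cut at about 8.8% in these data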;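 further: cells exposed to compound for 20 h before luminescence read; 0% = DMSO alone and 100% = MG132 at 30 µM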
Target sequence (P30291 whole entry K328M): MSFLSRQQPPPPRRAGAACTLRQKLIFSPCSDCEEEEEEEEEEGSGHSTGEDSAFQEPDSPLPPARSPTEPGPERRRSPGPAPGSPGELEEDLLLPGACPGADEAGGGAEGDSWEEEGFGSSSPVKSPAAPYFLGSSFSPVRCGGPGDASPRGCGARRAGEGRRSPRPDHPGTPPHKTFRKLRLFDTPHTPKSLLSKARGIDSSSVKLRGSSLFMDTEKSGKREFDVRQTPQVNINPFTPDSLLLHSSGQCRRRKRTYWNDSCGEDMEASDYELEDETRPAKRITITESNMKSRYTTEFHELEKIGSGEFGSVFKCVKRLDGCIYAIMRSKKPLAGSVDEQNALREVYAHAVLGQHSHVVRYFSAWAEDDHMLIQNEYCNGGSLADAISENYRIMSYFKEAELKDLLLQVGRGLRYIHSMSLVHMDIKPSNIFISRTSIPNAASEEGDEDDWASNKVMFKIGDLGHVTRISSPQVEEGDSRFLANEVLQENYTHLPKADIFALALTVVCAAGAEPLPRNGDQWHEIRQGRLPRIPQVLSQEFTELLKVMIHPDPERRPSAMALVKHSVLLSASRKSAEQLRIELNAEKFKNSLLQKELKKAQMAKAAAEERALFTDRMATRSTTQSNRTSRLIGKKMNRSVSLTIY
zfTRPN1 agonist: zebrafish TRPN1 channel agonists, primary screen, cell-based, HEK293, calcium fluorescence; HEK293 zebrafish TRPN1-YFP, Fluo-8 calcium fluorescence; 100% = response to 87 µM carbachol; 220,000 tested, 0.18% active; transient receptor potential cation channel N1 (TRPN1/NompC), Danio rerio; activation, % at 3 µM;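 active means activation above its plate's cutoff, the mean activation of test wells on that plate plus 3 SD, cut at about 19% in these data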;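 further: 0% = DMSO alone and 100% = 87 µM carbachol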
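Material: zebrafish TRPN1-YFP in HEK293 cells; Doses: single test compound dose, 3 µM nominal, 0.3% DMSO; Timing: dye loading 1 h at 37 °C, then 30 min room temperature; Technique: intracellular calcium fluorescence with Fluo-8; Benchmarks: high carbachol 87 µM, low DMSO alone.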
PPC-1+TRAIL kill: compounds killing PPC-1 cancer cells with TRAIL present, primary screen, TRAIL potentiator project, ATPLite luminescence, uHTS; PPC-1 cells + TRAIL, ATPLite viability luminescence; cell killing (% activity), % at 4 µM; 220,000 tested, 0.41% active;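 active means cell killing above 50% in the first pass at 4 µM, then a duplicate retest at 5 µM averaging 50% or more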;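 further: plate controls were cells with TRAIL plus DMSO for no effect and medium-only wells lacking cells for full effect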
CHOP inh: inhibitors of CHOP promoter induction, primary screen, cell-based, unfolded protein response, luciferase reporter; CHO-K1 CHOP-promoter luciferase, tunicamycin-induced, 15-18 h; inhibition, % at 10 µM; 220,000 tested, 3.8% active; AID 2732, 2010;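 active means compounds that reduced the stress-induced luciferase reporter signal by more than about 70% of percent inhibition, limit read from the data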;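 further: 0% = tunicamycin plus vehicle and 100% = wells without tunicamycin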
TNF necrop inh: inhibitors of TNF-alpha triggered necroptosis, primary screen, cell-based, Jurkat FADD-/-, single concentration; Jurkat FADD-/- TNF necroptosis rescue, ATP luminescence, 24 h; 0 = TNF only, 100 = no-TNF cells; activation (protection from cell death), % at 10 µM; 220,000 tested, 0.068% active;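 active means activation, meaning protection from cell death, of at least 50% relative to plate controls; inactive means activation below 50%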;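 further: necroptosis triggered by 40 ng/mL TNF-alpha added together with compound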
RBBP9 inhibitor: human RBBP9 inhibitors, primary screen, biochemical, fluorescence polarization, FP-Rh probe, HTS. Serine hydrolase RBBP9 (Homo sapiens), O75884. recombinant RBBP9. 220,000 tested, 0.2% active. inhibition, % at 7.94 µM;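 active means inhibition above the campaign mean of all tested compounds plus 3 SD, cut at about 14% in these data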;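 further: plate controls were DMSO wells with RBBP9 for no effect and wells lacking RBBP9 protein for full effect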
Target sequence (O75884 whole entry, looked up): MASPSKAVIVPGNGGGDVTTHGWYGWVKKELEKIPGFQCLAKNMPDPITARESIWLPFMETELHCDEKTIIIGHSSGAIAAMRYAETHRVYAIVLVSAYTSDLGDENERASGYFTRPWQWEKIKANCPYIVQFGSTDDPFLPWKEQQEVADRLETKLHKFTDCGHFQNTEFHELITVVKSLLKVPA
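System: RBBP9 protein / Quantity: 2.5 µM RBBP9 dispensing solution, before mixing / Also added: Serine-hydrolase probe FP-Rh, 375 nM pre-mixing / Dosing: 7.94 µM single dose, 0.794% DMSO / Timing: enzyme-compound preincubation 30 min, then probe labeling 45 min, 25 °C / Signal: FP readout at 525/598 nm / Controls: DMSO-treated enzyme wells and wells lacking RBBP9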
TRPML3 ag: human TRPML3 channel agonists, primary screen, cell-based, HEK293 TRPML3-YFP, Fluo-8 calcium fluorescence, 3 µM; AID 1448, 2008; 220,000 tested, 0.29% active; activation, % at 3 µM; 100% = the carbachol control signal;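 active means activation above its plate's cutoff, the mean activation of the plate's test wells plus 3 SD, cut at about 12% in these data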;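 further: 0% = DMSO only wells and 100% = carbachol wells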
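Material: TRPML3-YFP stable HEK293 cells | Dosing: One concentration, 3 µM nominal, 0.3% DMSO | Timing: 125 s total fluorescence read per well | Technique: Fluo-8 calcium dye fluorescence, ex 470-495, em 515-575 nm | Measure: Percent activation from peak-to-basal fluorescence ratio, scaled between DMSO and carbachol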
Ba/F3 V617F tox: reduced viability of JAK2V617F-dependent Ba/F3 cells, primary screen, JAK2V617F inhibitor project, cell-based, Ba/F3 EpoR-JAK2V617F, luminescence; ATP luminescence; inhibition, % at 5.6 µM; 220,000 tested, 1.1% active;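 active means inhibition above the campaign mean plus 3 SD over all tested compounds, cut at about 24% in these data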;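 further: cytokine-independent growth of Ba/F3 cells driven by EpoR plus mutant JAK2; 0% = DMSO-treated cells and 100% = JAK inhibitor I control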
* hit, by the source's call.

What do the screens show for `CC(C)[C@H](NC(=O)c1ccco1)C(=O)OCC(=O)NC12CC3CC(CC(C3)C1)C2`?
BaF3 parental: 5; Wee1 stabilizer: 0; zfTRPN1 agonist: 1.6; PPC-1+TRAIL kill: 13; CHOP inh: 0; TNF necrop inh: -0.1; RBBP9 inhibitor: -5; TRPML3 ag: 0.0; Ba/F3 V617F tox: -4

How did CCCCC(=O)Nc1ccccc1C(=O)OCC(=O)c1ccc2c(c1)OCCO2 do in these assays?
BaF3 parental: 2; Wee1 stabilizer: 0; zfTRPN1 agonist: -1.4; PPC-1+TRAIL kill: 25; CHOP inh: 37; TNF necrop inh: 1.5; RBBP9 inhibitor: -5; TRPML3 ag: -0.1; Ba/F3 V617F tox: -2

What do the screens show for `Cc1n[nH]c(=S)n1/N=C/c1cccc(OCc2ccccc2)c1`?
BaF3 parental: 5; Wee1 stabilizer: 7; zfTRPN1 agonist: -0.1; PPC-1+TRAIL kill: 38; CHOP inh: 5; TNF necrop inh: -0.6; RBBP9 inhibitor: -10; TRPML3 ag: -1.2; Ba/F3 V617F tox: 2

How did COc1ccc(-c2cc(C(=O)NC(C)C)no2)cc1 do in these assays?
BaF3 parental: 6; Wee1 stabilizer: 0; zfTRPN1 agonist: 0.1; PPC-1+TRAIL kill: 15; CHOP inh: 8; TNF necrop inh: 0.5; RBBP9 inhibitor: -5; TRPML3 ag: 0.9; Ba/F3 V617F tox: -1

Results for Cc1cc(C(=O)NC2CCCC2)on1 ?
BaF3 parental: 7; Wee1 stabilizer: 2; zfTRPN1 agonist: 0.2; PPC-1+TRAIL kill: 22; CHOP inh: 2; TNF necrop inh: -0.7; RBBP9 inhibitor: -4; TRPML3 ag: 0.4; Ba/F3 V617F tox: 1

What do the screens show for `CCCCCCNc1c([N+](=O)[O-])cc(C)cc1[N+](=O)[O-]`?
BaF3 parental: 1; Wee1 stabilizer: 0; zfTRPN1 agonist: 0.4; TNF necrop inh: -3.0; RBBP9 inhibitor: -8; TRPML3 ag: -0.1; Ba/F3 V617F tox: 0

Results for CCC1C(=O)N=C(SCC(=O)Nc2cccc3ccccc23)NC1=O (stereo not given) ?
BaF3 parental: 2; Wee1 stabilizer: 4; zfTRPN1 agonist: -0.4; PPC-1+TRAIL kill: 17; CHOP inh: 9; TNF necrop inh: -0.7; RBBP9 inhibitor: -2; TRPML3 ag: 0.1; Ba/F3 V617F tox: -3

How did COc1ccccc1NC(=O)Nc1cc(C(C)C)ccc1C do in these assays?
BaF3 parental: -5; Wee1 stabilizer: 0; zfTRPN1 agonist: 0.5; PPC-1+TRAIL kill: 2; CHOP inh: 59; TNF necrop inh: 2.5; RBBP9 inhibitor: -6; TRPML3 ag: 0.8; Ba/F3 V617F tox: -1

How did CC(Sc1ccc2c(c1)OCCO2)C(=O)Nc1ccc2c(c1)OCO2 (stereo not given) do in these assays?
BaF3 parental: 1; Wee1 stabilizer: 0; zfTRPN1 agonist: 0.1; PPC-1+TRAIL kill: 7; CHOP inh: 22; TNF necrop inh: 0.4; RBBP9 inhibitor: -9; TRPML3 ag: 0.5; Ba/F3 V617F tox: -5

How did Cc1cc(C)nc(SC2=CS(=O)(=O)c3ccccc32)n1 do in these assays?
BaF3 parental: 0; Wee1 stabilizer: 0; zfTRPN1 agonist: 1.5; PPC-1+TRAIL kill: -5; CHOP inh: -30; TNF necrop inh: -9.3; RBBP9 inhibitor: 3; TRPML3 ag: 0.7; Ba/F3 V617F tox: 1

How did CN(Cc1cc2cc(F)ccc2[nH]1)Cc1nc(-c2cnccn2)no1 do in these assays?
BaF3 parental: 9; Wee1 stabilizer: -3; zfTRPN1 agonist: 1.1; PPC-1+TRAIL kill: 13; CHOP inh: 5; TNF necrop inh: 0.9; RBBP9 inhibitor: -5; TRPML3 ag: 0.8; Ba/F3 V617F tox: 3

What do the screens show for `O=C(NCc1cccs1)c1cnc2ccccn2c1=O`?
BaF3 parental: 2; Wee1 stabilizer: 3; zfTRPN1 agonist: 0.2; PPC-1+TRAIL kill: 5; CHOP inh: -1; TNF necrop inh: 0.4; RBBP9 inhibitor: -5; TRPML3 ag: -0.1; Ba/F3 V617F tox: 3

What do the screens show for `CC(C)(C)c1csc(SCC(=O)Nc2ccc(Cl)cn2)n1`?
BaF3 parental: 8; Wee1 stabilizer: -1; zfTRPN1 agonist: -2.5; PPC-1+TRAIL kill: 20; CHOP inh: 6; TNF necrop inh: -0.8; RBBP9 inhibitor: 0; TRPML3 ag: -0.7; Ba/F3 V617F tox: 0

Results for COc1ccc(C2C(C(=O)N3CCN(c4ccccc4)CC3)c3ccccc3C(=O)N2C)cc1OC (stereo not given) ?
BaF3 parental: 2; Wee1 stabilizer: -4; zfTRPN1 agonist: -0.1; PPC-1+TRAIL kill: 21; CHOP inh: -11; TNF necrop inh: -0.2; RBBP9 inhibitor: 3; TRPML3 ag: -0.6; Ba/F3 V617F tox: -4

How did C=CCOC(=O)C1=C(C)NC(SCC(=O)Nc2ccccc2)=C(C#N)C1c1ccco1 (stereo not given) do in these assays?
BaF3 parental: 2; Wee1 stabilizer: 3; zfTRPN1 agonist: 0.0; PPC-1+TRAIL kill: 20; CHOP inh: 104*; TNF necrop inh: 1.2; RBBP9 inhibitor: -3; TRPML3 ag: 0.6; Ba/F3 V617F tox: -5

How did CCCOc1ccc(N2C(=O)CC(N(CCC)C(=O)CCC(=O)O)C2=O)cc1 (stereo not given) do in these assays?
BaF3 parental: 2; Wee1 stabilizer: 2; zfTRPN1 agonist: -0.3; PPC-1+TRAIL kill: 15; CHOP inh: 33; TNF necrop inh: 2.2; RBBP9 inhibitor: -4; TRPML3 ag: 1.2; Ba/F3 V617F tox: 2

Results for CC(=O)c1ccc(OC(=O)C2CC(=O)N(c3cccc(C)c3)C2)cc1 (stereo not given) ?
BaF3 parental: 0; Wee1 stabilizer: 1; zfTRPN1 agonist: 0.6; PPC-1+TRAIL kill: -2; CHOP inh: 10; TNF necrop inh: -0.6; RBBP9 inhibitor: 16*; TRPML3 ag: 0.7; Ba/F3 V617F tox: -5

Results for O=C(Nc1ccc(F)cc1)c1cccnc1NCCc1ccccc1 ?
BaF3 parental: 4; Wee1 stabilizer: 1; zfTRPN1 agonist: -0.3; PPC-1+TRAIL kill: 13; CHOP inh: 55; TNF necrop inh: 3.0; RBBP9 inhibitor: -5; TRPML3 ag: 0.1; Ba/F3 V617F tox: 2

How did CCC(=O)NC(=S)NNC(=O)COc1ccc(Br)cc1 do in these assays?
BaF3 parental: 0; Wee1 stabilizer: 0; zfTRPN1 agonist: -0.3; PPC-1+TRAIL kill: -1; CHOP inh: 26; TNF necrop inh: 0.2; RBBP9 inhibitor: 0; TRPML3 ag: -0.8; Ba/F3 V617F tox: -3

What do the screens show for `COC(=O)Cc1ccc(O)c(N)c1`?
BaF3 parental: 11; Wee1 stabilizer: 5; zfTRPN1 agonist: 0.5; PPC-1+TRAIL kill: 24; CHOP inh: 13; TNF necrop inh: 4.4; RBBP9 inhibitor: 2; TRPML3 ag: 0.5; Ba/F3 V617F tox: 0

What do the screens show for `O=C(NC1CC2CCCC(C1)N2Cc1cccs1)c1ccc([N+](=O)[O-])cc1` (stereo not given)?
BaF3 parental: 1; Wee1 stabilizer: 2; zfTRPN1 agonist: 0.6; PPC-1+TRAIL kill: 10; CHOP inh: 23; TNF necrop inh: 0.4; RBBP9 inhibitor: -2; TRPML3 ag: -0.7; Ba/F3 V617F tox: 0

How did O=S(=O)(c1ccc(Cl)c(F)c1)N1CCC(c2nc(-c3ccncc3)no2)CC1 do in these assays?
BaF3 parental: 9; Wee1 stabilizer: 1; zfTRPN1 agonist: 0.7; PPC-1+TRAIL kill: 6; CHOP inh: 18; TNF necrop inh: 0.2; RBBP9 inhibitor: -11; TRPML3 ag: 0.3; Ba/F3 V617F tox: 2

How did CCCn1c(=S)[nH]c2cc(C(=O)N3CCc4ccccc4C3)ccc2c1=O do in these assays?
BaF3 parental: 5; Wee1 stabilizer: 1; zfTRPN1 agonist: -1.4; PPC-1+TRAIL kill: 6; CHOP inh: 102*; TNF necrop inh: 0.5; RBBP9 inhibitor: -6; TRPML3 ag: 1.1; Ba/F3 V617F tox: 4

Results for O=C(Cc1cccs1)N/N=C/c1ccccn1 ?
BaF3 parental: 2; Wee1 stabilizer: -2; zfTRPN1 agonist: 1.2; PPC-1+TRAIL kill: 16; CHOP inh: -17; TNF necrop inh: -0.1; RBBP9 inhibitor: -12; TRPML3 ag: -0.4; Ba/F3 V617F tox: 5

What do the screens show for `O=c1[nH]c(=O)n(Cc2ccccc2)c2nc(-c3ccco3)cc(C(F)(F)F)c12`?
BaF3 parental: 9; Wee1 stabilizer: 5; zfTRPN1 agonist: 0.4; PPC-1+TRAIL kill: 5; CHOP inh: 71*; TNF necrop inh: -2.4; RBBP9 inhibitor: -2; TRPML3 ag: -1.3; Ba/F3 V617F tox: 4

In the list so far, three have a thiophene ring, fused or not.
What do the screens show for `O=C(NCc1cccs1)c1cnc2ccccn2c1=O`?
BaF3 parental: 2; Wee1 stabilizer: 3; zfTRPN1 agonist: 0.2; PPC-1+TRAIL kill: 5; CHOP inh: -1; TNF necrop inh: 0.4; RBBP9 inhibitor: -5; TRPML3 ag: -0.1; Ba/F3 V617F tox: 3

What do the screens show for `O=C(NC1CC2CCCC(C1)N2Cc1cccs1)c1ccc([N+](=O)[O-])cc1` (stereo not given)?
BaF3 parental: 1; Wee1 stabilizer: 2; zfTRPN1 agonist: 0.6; PPC-1+TRAIL kill: 10; CHOP inh: 23; TNF necrop inh: 0.4; RBBP9 inhibitor: -2; TRPML3 ag: -0.7; Ba/F3 V617F tox: 0

Results for O=C(Cc1cccs1)N/N=C/c1ccccn1 ?
BaF3 parental: 2; Wee1 stabilizer: -2; zfTRPN1 agonist: 1.2; PPC-1+TRAIL kill: 16; CHOP inh: -17; TNF necrop inh: -0.1; RBBP9 inhibitor: -12; TRPML3 ag: -0.4; Ba/F3 V617F tox: 5

High-throughput results: PubChem BioAssay, several laboratories
